From PubChem
USP2a inh: USP2a (human) protease inhibition | O75604 | USP2 core, Ub-CHOP2 coupled fluorogenic reporter, 485/531 | Potency, µM (series often up to 38.3 µM), inactives show at the top dose activity change, negative = inhibition, hits mostly inhibitors | 330,000 tested, 0.01% active;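 further: potency means the concentration at half of the fitted maximal effect; plate controls were DMSO wells for no effect and full inhibition by NEM control for full effect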
Target sequence (O75604 whole entry, looked up): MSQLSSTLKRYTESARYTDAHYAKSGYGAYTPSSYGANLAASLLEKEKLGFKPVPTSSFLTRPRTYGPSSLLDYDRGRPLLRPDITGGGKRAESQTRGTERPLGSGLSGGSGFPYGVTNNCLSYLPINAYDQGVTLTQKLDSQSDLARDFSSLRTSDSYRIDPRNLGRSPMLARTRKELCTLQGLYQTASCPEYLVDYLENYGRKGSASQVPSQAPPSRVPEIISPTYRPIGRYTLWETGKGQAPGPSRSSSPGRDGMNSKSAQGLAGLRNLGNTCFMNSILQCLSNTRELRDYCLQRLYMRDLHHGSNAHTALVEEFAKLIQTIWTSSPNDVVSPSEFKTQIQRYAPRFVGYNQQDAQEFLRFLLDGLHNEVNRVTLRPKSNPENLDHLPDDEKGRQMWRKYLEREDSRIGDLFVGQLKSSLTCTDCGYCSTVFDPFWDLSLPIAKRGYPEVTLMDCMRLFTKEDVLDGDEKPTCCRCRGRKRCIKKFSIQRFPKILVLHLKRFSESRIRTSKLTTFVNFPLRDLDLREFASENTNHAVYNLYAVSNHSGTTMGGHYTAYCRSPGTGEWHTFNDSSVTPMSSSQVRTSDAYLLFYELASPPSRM
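Cell-free coupled assay: 10nM USP2 core preincubated 30min RT with compound in Tris-HCl pH 8.0/CaCl2/CHAPS buffer, then 25nM Ub-CHOP2 and 25nM reporter substrate; fluorescence (Ex 485/Em 531) read after 60min RT, normalized to NEM inhibition, concentration-response curves fitted.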
uPA surface inh: blocks generation of uPA at the cell surface; 330,000 tested, 0.31% active; AID 540303; cell surface uPA generation assay, qHTS; Potency, µM (doses to about 38.3 µM), for inactives: top-dose activity change, negative = inhibition, most hits filed as inhibitors; active means well fitted inhibition curve with a large enough effect; inconclusive means small, poorly fitted or top-dose-only effect; inactive means no such curve, though single readings can be large or run the other way; tested in mouse RAW 264.7 cells; further: potency means the concentration at half of the fitted maximal effect; on the % scale 0 is the no-effect control and ±100 the full control effect; nearly all actives have a fitted effect of over 55% in size
ELG1 genotox: inducers of genotoxicity in HEK293T ELG1-luciferase cells; HEK293T ELG1-luciferase reporter, luminescence, 16 h; Potency, µM (doses to about 46 µM), for inactives: at the highest dose activity change, positive = activation, most hits filed as activators; 330,000 tested, 1.3% active; AID 504466; further: potency means the concentration at half of the fitted maximal effect; % of control where 0% means no effect; nearly all actives have a fitted effect of over 60% in size
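16 hr compound incubation (37 °C, 5% CO2) of HEK293T cells carrying luciferase-tagged ELG1; luciferase then measured by ONE-Glo luminescence after 30 min at RT.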
B2AR arrestin: recruits beta-arrestin to the human beta2-adrenergic receptor; P07550; beta-arrestin recruitment to beta2AR, cell-based reporter; Potency, µM (doses to about 46.1 µM), inactives show top-dose activation, actives largely listed as activators; 330,000 tested, 0.02% active;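 further: potency means the concentration at half of the fitted maximal effect; 0% = DMSO controls and full agonism = EC100 isoproterenol or metaproterenol; nearly all actives have a fitted effect of over 65% in size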
PTAP TSG101 blk: blocks PTAP/TSG101 interaction to inhibit HIV-1 budding; Fluorescence polarization, FITC-PTAP peptide / Tsg101 binding; 340,000 tested, under 10 active; Q99816; Potency, µM (top dose mostly 115 µM), for inactives: at the highest dose activity change, negative = inhibition, usual class: inhibitors; AID 493005; active means well fitted inhibition curve with a large enough effect in the main read-out, with a control signal flat, not every such curve was filed as active; inconclusive means small, poorly fitted or top-dose-only effect, or effect the other way, or a change in a side signal; inactive means no such curve, though single readings can be large or run the other way; further: potency means the concentration at half of the fitted maximal effect; % of control where 0% means no effect
Target sequence (Q99816 whole entry, looked up): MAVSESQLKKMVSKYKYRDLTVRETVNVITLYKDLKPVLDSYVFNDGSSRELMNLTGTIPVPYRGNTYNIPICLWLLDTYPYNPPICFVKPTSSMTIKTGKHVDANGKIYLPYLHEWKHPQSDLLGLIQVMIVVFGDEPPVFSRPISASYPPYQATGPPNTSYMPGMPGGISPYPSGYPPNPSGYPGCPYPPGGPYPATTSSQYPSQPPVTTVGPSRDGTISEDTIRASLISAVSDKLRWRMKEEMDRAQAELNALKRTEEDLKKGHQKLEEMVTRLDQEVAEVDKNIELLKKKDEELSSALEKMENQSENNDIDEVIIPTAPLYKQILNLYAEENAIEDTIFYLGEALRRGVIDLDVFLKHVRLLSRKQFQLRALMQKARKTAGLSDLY
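Tsg101 binding domain (10 uM final) was mixed with compound and a FITC-labeled PTAP peptide (50 nM final) in HEPES pH 7.5 buffer with NaCl, Tween 20, EDTA and TCEP; fluorescence polarization was read after 20 min at r.t.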
Integrin act MD: activators of alpha7 integrin expression for muscular dystrophy. Potency, µM (series often up to 38.3 µM), inactives show at the top dose activation, usual class: activators. 350,000 tested, 0.064% active. alpha7betagal myoblasts, beta-gal FDG fluorescence, 48 h;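 further: potency means the concentration at half of the fitted maximal effect; 100% = response of the positive control SU9516; nearly all actives have a fitted effect of over 60% in size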
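Alpha7betagal+/- myoblasts (passage 13) were plated 16-24 hr, then exposed to compounds (1:260 dilution of DMSO stock) for 48 hours at 37C. After MPER lysis, β-galactosidase reporter activity was read as FDG fluorescence (ex 480/em 540) after 30 minutes.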
TRPV1 agonist: agonists of human vanilloid receptor 1 (TRPV1); activation, % at 8.33 µM; AID 540275; 320,000 tested, 0.19% active; TRPV1-expressing cells, Fluo-8 calcium influx, agonist mode; Q8NER1; in the data active means activation above about 80%; inconclusive means between about 30% and that limit; further: 0% is about no effect
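Fluo-8 calcium influx in TRPV1-expressing cells, kinetic read (ex 480/em 520 nm). Compound added and read 3 min for agonist activity, followed by capsaicin at EC20 final and 2 min further read for enhancement.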
ASM inhibitor: blocks human secretory acid sphingomyelinase. placental ASM, HMU-PC fluorogenic substrate, 60 min. Potency, µM (series often up to 57.5 µM), inactives show top-dose activity change, negative = inhibition, usual class: inhibitors. AID 504937. 340,000 tested, 0.006% active. P17405; further: potency means the concentration at half of the fitted maximal effect
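Steps: dispense placental human ASM, pin compound, wait 10 min at room temperature, add HMU-PC0 substrate at 9 uM final, incubate 60 min at 37 °C, add stop solution raising pH to 10, read fluorescence.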
BRCA1 expr up: activators of BRCA1 expression | MCF7-BRCA1-FFLuc reporter, luminescence, 48 h; response scale: scaled: vehicle 0%, 10 µM genistein 100% | Potency, µM (highest dose often 46.1 µM), for inactives: at the top dose activation, most hits filed as activators | 380,000 tested, 1.1% active | AID 624202; further: potency means the concentration at half of the fitted maximal effect; nearly all actives have a fitted effect of over 80% in size; some results filed as inactive show a strong effect at the top dose
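Quantitative HTS in MCF7 cells stably reporting BRCA1 expression via firefly luciferase. Compound treatment lasts 48 h at 37 °C in phenol-red free MEM. Activation is expressed relative to genistein at 10 microM and DMSO.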
Eya2 inh: Eya2 (human) phosphatase inhibition | O00167 | 330,000 tested, 0.006% active | recombinant Eya2, OMFP fluorescence dephosphorylation (OMFP is methylfluorescein phosphate) | Potency, µM (titrated, usually from 76.9 µM), for inactives: at the highest dose activity, negative = inhibition, actives largely listed as inhibitors | AID 488837; further: potency means the concentration at half of the fitted maximal effect; on the % scale 0 is the no-effect control and ±100 the full control effect
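Eya2 protein (added as 0.2 uM solution) was preincubated with compound for 10 min at ambient temperature in 50 mM HEPES pH 7.5, 50 mM NaCl, 5 uM MgCl2, 0.05% BSA, 1 mM DTT. OMFP (added at 50 uM) then reacted 10 min; fluorescence read at 485/525 nm.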
p53 reactivator: mutant p53 re-activation in reporter cells; H1299 p53-A138V BP100-luciferase reporter, luminescence, 24 h; Potency, µM (top dose mostly 92.2 µM), for the others: at the highest dose activity change, positive = activation, hits mostly activators; 320,000 tested, 0.063% active; further: potency means the concentration at half of the fitted maximal effect; % of control where 0% means no effect; nearly all actives have a fitted effect of over 45% in size
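H1299 (p53-null), stable ts p53-A138V + BP100-Luc; 1000 cells/well, Opti-MEM/10% FBS; cpd 4 pt, 1:5; 24 h, 37 deg C, 5% CO2; detection reagent 10 min RT; luminescence.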
The depositor's hits bear a star; u = inconclusive; x = no result given; [ ] = dose if it differs, or a comment. Unless noted, the call rests on the fitted dose curve; in most records, active means well fitted curve in the direction sought with a large enough effect; inconclusive means small, poorly fitted or top-dose-only effect, or another doubt; inactive means no such curve, though single readings can be large; an effect the other way counts as inactive or inconclusive. Compounds as they come; 2.6% or so of the library scored in one or more.

structure | B2AR arrestin | PTAP TSG101 blk | TRPV1 agonist | BRCA1 expr up | Integrin act MD | Eya2 inh | uPA surface inh | p53 reactivator | ELG1 genotox | USP2a inh | ASM inhibitor
CCCc1cc(C(F)(F)F)c(C#N)c(=O)[nH]1 | 0.0% | -9.8% | -6.1 | 0.0% | 25.8% | -1.1% | 2.7% | -3.9% | -6.0% | 8.4% | 65.5%[activator]
CCCCNC(=O)c1ccc2nc(-c3ccco3)c(-c3ccco3)nc2c1 | 0.4% | -3.9% | -1.0 | -7.2% | 5.8% | -5.1% | 12.8% | 8.0% | 0.8% | -8.3% | 21.9%
COCCNS(=O)(=O)c1ccc(C)c(C)c1C | -0.1% | 0.1% | 0.4 | -1.6% | 9.1% | -5.6% | -0.7% | 3.9% | -0.3% | 3.3% | 2.5%
CC(=O)Nc1c(Cl)cc(Cl)c2c1Cc1cc(Cl)ccc1-2 | x | -2.0% | x | -28.5% | -6.9% | x | 2.8% | x | x | x | 1.7%
Cc1ccc(S(=O)(=O)NN=C2CCN(Cc3ccccc3)CC2)cc1 | -0.1% | -8.0% | 0.6 | 2.0% | -18.9% | -3.6% | -0.4% | -6.0% | 1.1% | 3.1% | 3.6%
Cc1cc(C)nc(NC(=O)c2c(-c3ccccc3Cl)noc2C)n1 | 0.5% | 5.5% | -0.8 | 11.5% | 6.7% | 6.7% | 4.0% | 1.4% | -4.8% | 2.9% | 2.8%
Cc1cccc(NC(=O)COC(=O)COc2ccc3c(c2)CCC3)c1 | -0.3% | -1.4% | 17.0 | 1.0% | 5.3% | -6.3% | 3.8% | -0.9% | 1.4% | -0.4% | -6.8%
COc1ccc(-c2csc(NC(=O)COC(=O)c3ccco3)n2)cc1 | 0.0% | -3.7% | -0.3 | u | -48.4%[inhibitor] | -6.6% | -4.6% | u | u | 2.5% | -8.4%
Cc1nc(-c2ccc(Cl)cc2)sc1C(=O)CBr | -0.1% | 0.1% | 1.4 | 1.9% | -11.2% | -29.9% | 4.0% | -0.6% | 13.4% | 11.0% | -6.7%
CCOC(=O)/C=C/[C@H]1CC(c2ccccc2)(c2ccccc2)CO1 | -1.1% | -2.0% | u | -16.3% | -3.4% | -10.5% | -20.7% | -0.8% | -3.5% | 3.1% | -5.3%
O=C(Nc1cc(S(=O)(=O)N2CCCCC2)ccc1Cl)C1COc2ccccc2O1 (centres undefined) | -1.0% | 0.1% | x | -46.5% | -1.3% | -5.0% | -2.2% | -4.2% | -5.7% | 2.1% | -13.3%
CCN(CC(=O)Nc1ccc(NC(C)=O)cc1)C(=O)CCCc1nc2ccccc2s1 | 0.1% | -5.5% | -6.6 | 17.1% | 37.1% | 15.8% | 1.0% | -1.9% | 1.1% | -6.3% | 4.2%
CCCc1ccc(Oc2cc(Cl)nc(N)n2)cc1 | -0.2% | -2.2% | 2.4 | 81.8% | -12.0% | -16.3% | 3.1% | 15.3% | 9.6% | -0.4% | 4.1%
CCCCn1c(N)c(N(CCOC)C(=O)C2CC(=O)N(c3ccc(CC)cc3)C2)c(=O)[nH]c1=O (centres undefined) | 0.1% | -0.7% | -0.6 | 0.0% | 15.3% | 9.2% | 7.8% | 4.1% | 3.6% | 0.4% | -0.5%
Nc1c(N2CCCC2)cc(Cl)c2nonc12 | 0.0% | -6.0% | -1.2 | -75.9% | -3.7% | 21.3% | x | -36.0%[inhibitor] | -5.6% | 1.6% | -2.8%
Cc1ccc(C(=O)NCC(=O)OCn2nnc3ccccc3c2=O)cc1 | -0.2% | -6.8% | 0.0 | 5.9% | 11.0% | -2.5% | 4.5% | 3.0% | 2.3% | -0.8% | 0.8%
COc1ccc(CCNC(=O)C(=O)NCC2CCNCC2)cc1OC | -0.3% | 0.0% | -2.7 | -9.1% | -18.5% | 2.7% | 0.2% | 1.7% | -0.4% | 2.4% | -0.6%
COc1ccc(NC(=S)N(CCN(C)C)C(C)c2ccncc2)cc1Cl (centres undefined) | -0.7% | 0.0% | 1.9 | 9.4% | 0.0% | -10.6% | 0.1% | -0.9% | -1.5% | 0.0% | 3.7%
CN1CCN(c2nc(-c3ccc(Cl)cc3)nc3ccccc23)CC1 | 0.0% | -1.4% | 5.1 | -22.7% | 5.0% | -28.5% | 1.1% | -1.7% | -5.3% | 3.2% | -2.8%
O=[N+]([O-])c1ccc2c(c1)C(=NO)c1cc(Cl)c(Cl)cc1-2 | x | 2.0% | x | -62.7% | -11.5% | x | -1.9% | x | x | x | -2.3%
CCN1C(=O)[C@H]2[C@@H](c3ccc(-c4ccccc4)cc3)N[C@@](Cc3ccccc3)(C(=O)OC)[C@H]2C1=O | 0.0% | -1.9% | 8.8 | -6.2% | 28.3% | -3.5% | 1.6% | -1.3% | -1.6% | 1.2% | -7.9%
COc1ccc(/C=C/C(=O)OCC(=O)NCc2cccs2)cc1OC | 0.3% | -0.6% | -0.9 | 1.9% | -9.1% | 4.3% | -4.7% | -3.2% | 4.0% | 5.3% | 1.5%
Cc1ccnc(NS(=O)(=O)Cc2ccccc2)c1 | -0.7% | -4.2% | 2.3 | -4.0% | -1.3% | 9.1% | 6.5% | 5.0% | -2.2% | 1.2% | 0.5%
CC(=O)Nc1cccc(NS(=O)(=O)c2ccccc2[N+](=O)[O-])c1 | -0.1% | -4.9% | -1.4 | 1.7% | 12.9% | 12.7% | 6.6% | 2.0% | 3.9% | 1.5% | -1.8%
Clc1ncc2[nH]cnc2n1 | -0.3% | -0.1% | 1.5 | 3.8% | 2.3% | 5.2% | -0.3% | 3.1% | 0.3% | -1.1% | 1.9%
CCOc1cccc(C(=O)NC(c2ccccc2)C(C)C)c1 (centres undefined) | -0.1% | -2.7% | 22.2 | 0.9% | -7.4% | -2.6% | 3.8% | -1.8% | -6.7% | 4.8% | -0.2%
Cc1ccc(CN(C)C(=O)c2ccc(NS(=O)(=O)c3ccc4[nH]c(=O)[nH]c4c3)cc2)cc1 | -0.3% | -2.2% | -2.1 | 27.6% | 0.5% | 9.3% | 1.4% | 1.6% | 7.4% | 1.4% | -1.6%
O=C(NCCc1ccccc1Cl)C1CCC(=O)N(CC2CCCCC2)C1 (centres undefined) | 0.1% | -3.9% | 20.9 | 2.1% | -17.0% | -3.7% | 4.2% | 4.4% | -1.0%[9.26 µM] | 2.2% | 0.7%
Cc1cc2c3c(c1C)C1(C(=O)N3C(C)(C)CC2C)C(C#N)=C(N)OC2=C1C(=O)CC(C)(C)C2 (centres undefined) | 0.2% | -0.6% | -2.2 | -6.2% | 10.7% | 12.9% | x | -24.6% | -0.3% | -0.1% | -0.1%
CN1CC(=O)N(CC(=O)Nc2ccc(SC(F)F)cc2)C1=O | 0.0% | -0.9% | 1.5 | -0.5% | 2.3% | 8.3% | -1.3% | 2.5% | -0.3% | -0.4% | 6.7%
COC(=O)c1ccc(CN2CCCC(C(=O)Nc3cccc(-n4cccn4)c3)C2)cc1 (centres undefined) | 0.5% | -2.4% | 16.5 | -46.4% | 19.8% | -0.1% | -5.3% | 12.9% | -5.2% | 1.5% | 3.6%
CCOc1ccccc1N(C)S(=O)(=O)c1ccc2c(c1)CCN2C(=O)CCC(=O)O | 1.0% | 0.3% | -1.8 | -2.8% | 1.0% | 1.7% | 2.9% | -2.0% | -4.9% | 3.6% | -0.7%
O=C(CN(Cc1ccc(Br)cc1)S(=O)(=O)c1ccccc1)NCc1ccccn1 | -0.4% | 0.2% | 15.0 | -22.6% | -2.8% | -0.9% | -7.5% | -6.2% | -10.7% | 3.6% | 0.0%
Cn1c(Cc2cccc3ccccc23)nnc1SCc1ccc([N+](=O)[O-])cc1 | -0.3% | 0.4% | 23.6 | -22.3% | 3.2% | -16.0% | 4.0% | -1.3% | -3.8% | 1.1% | -0.9%
C#CCOCCOCCOCCNc1nc(N2CCN(C(=O)CCCCCCCCCCNC(=O)[C@H](CO)n3cc(CCCSC)nn3)CC2)nc(N2CCN(C(=O)CCCCCCCCCCNC(=O)[C@H](CCCCN)n3cc(CCO)nn3)CC2)n1 | -0.4% | 43.2%[activator] | x | -5.7% | -4.5% | -16.9% | 9.3% | 10.9% | 4.3% | -28.4% | -18.3%
